Source: PubChem
OXTR ag: activates the human oxytocin receptor. P30559. CHO-OTR cells, Fluo-8 calcium fluorescence; normalized: DMSO 0%, oxytocin 100%. activation, % at 3 µM. actives 0.32% (n = 320,000);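 active = activation above the mean of all tested compounds plus 3 SD, cutoff set per screening run, cut at about 20% in these data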;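 also: peak over basal fluorescence ratio from a 100 s FLIPR kinetic read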
Target sequence (P30559 whole entry, looked up): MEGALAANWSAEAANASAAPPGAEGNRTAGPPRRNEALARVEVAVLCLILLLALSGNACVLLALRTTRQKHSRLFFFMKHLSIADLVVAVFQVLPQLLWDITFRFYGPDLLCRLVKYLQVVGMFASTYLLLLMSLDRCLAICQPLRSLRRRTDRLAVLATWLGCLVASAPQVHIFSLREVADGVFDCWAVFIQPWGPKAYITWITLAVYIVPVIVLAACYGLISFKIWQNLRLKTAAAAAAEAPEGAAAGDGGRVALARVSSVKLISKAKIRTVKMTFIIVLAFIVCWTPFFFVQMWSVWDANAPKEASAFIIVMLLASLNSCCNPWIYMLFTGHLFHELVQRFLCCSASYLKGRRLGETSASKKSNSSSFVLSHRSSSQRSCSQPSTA
V1R ag counter: activates human V1a receptor in oxytocin agonist counter-screen | P37288 | actives 0.25% (n = 320,000) | AID 2797 | CHO-V1R cells, Fluo-8 calcium fluorescence, agonist mode; 0% DMSO, 100% 3 nM vasopressin | activation, % at 3 µM;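 active = activation above the mean activation of all tested compounds plus 3 SD, per screening run, cut at about 20% in these data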;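 also: signal is peak over basal fluorescence ratio across a 100 second FLIPR read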
Target sequence (P37288 whole entry, looked up): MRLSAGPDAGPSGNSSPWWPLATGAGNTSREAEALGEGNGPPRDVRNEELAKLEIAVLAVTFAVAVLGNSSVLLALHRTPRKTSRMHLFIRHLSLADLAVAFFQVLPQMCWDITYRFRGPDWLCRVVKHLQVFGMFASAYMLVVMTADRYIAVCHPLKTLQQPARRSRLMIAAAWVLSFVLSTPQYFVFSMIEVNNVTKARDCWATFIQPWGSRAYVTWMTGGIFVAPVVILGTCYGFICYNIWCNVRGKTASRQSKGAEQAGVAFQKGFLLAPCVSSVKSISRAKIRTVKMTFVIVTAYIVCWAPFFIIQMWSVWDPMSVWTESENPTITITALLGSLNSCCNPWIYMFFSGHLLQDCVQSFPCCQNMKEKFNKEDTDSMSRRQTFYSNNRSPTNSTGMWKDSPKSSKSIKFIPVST
GalR3 antagonist: human GalR3 antagonism; O60755; actives 0.44% (n = 360,000); HEK293 GalR3-CNG cAMP membrane potential fluorescence; galR3 body fused to GalR1 C-terminus; inhibition, % at 3 µM;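 active = inhibition above the screen-wide average plus 3 SD, cut at about 13% in these data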;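 also: forskolin and galanin both at EC90 stimulate the cells; cAMP rise reported by CNG channel membrane potential dye signal; 0% = forskolin plus galanin with DMSO and 100% = forskolin alone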
Target sequence (O60755 1-299 limits assumed): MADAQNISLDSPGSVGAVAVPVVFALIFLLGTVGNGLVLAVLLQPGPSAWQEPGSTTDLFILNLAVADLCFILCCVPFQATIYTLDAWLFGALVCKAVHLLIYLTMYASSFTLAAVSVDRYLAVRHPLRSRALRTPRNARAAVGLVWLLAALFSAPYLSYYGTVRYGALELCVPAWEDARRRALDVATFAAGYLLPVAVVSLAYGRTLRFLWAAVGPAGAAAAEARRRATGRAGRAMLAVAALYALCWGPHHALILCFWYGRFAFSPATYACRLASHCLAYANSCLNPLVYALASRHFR
Active calls of the source: *.

Values run as follows: GalR3 antagonist, OXTR ag, V1R ag counter
O=C(COC(=O)/C=C/c1cccc(Br)c1)Nc1cccc(S(=O)(=O)NC2=NCCC2)c1
→ 1, 0.7, 0.7
O=C(COC(=O)c1cc(=O)[nH]c2ccccc12)NC(=O)c1ccccc1
→ -1, -0.3, 0.5
COc1ccc(NC(=O)CNc2ccccc2N2CCCC2=O)cc1S(=O)(=O)N1CCOCC1
→ -6, 1.9, 0.2
CC(C)Oc1ccc(S(=O)(=O)N2CCCCC2)cc1NC(=O)C1=COCCO1
→ -5, -1.6, -1.6
Cc1ccc(S(=O)(=O)N2CCOCC2)cc1C(=O)N1CCc2ccccc21
→ -7, 0.8, 0.9
CCCCn1c(SCC(=O)Nc2ccc3c(c2)OCCO3)nnc1C(CC)N(C)C (centres undefined)
→ -2, -0.1, -0.2
Cc1nc2nc(SCc3ccccc3)nn2c(C)c1C
→ -5, 0.7, 0.5
O=C(NCC(=O)N1CCN(S(=O)(=O)c2ccccc2C(F)(F)F)CC1)c1sc2ccccc2c1Cl
→ 2, -0.4, -0.5
CC(=O)Nc1ccc(NC(=O)COc2ccc(-c3ccc(C#N)cc3)cc2)cc1
→ 3, 0.7, 1.0
CNC(C)C(=O)NC(C(=O)N1CCCC1C(=O)Nc1ccc2ncccc2c1)C(C)C (centres undefined)
→ -2, 0.5, 0.7
COc1cccc(CNC(=O)Cc2ccc(OC)c(S(=O)(=O)N3CCOCC3)c2)c1
→ 0, -0.2, -0.4
CC1C(=O)N2CCCc3cc(S(=O)(=O)N4CCCCC4)cc1c32 (centres undefined)
→ -2, -0.7, -0.1
C[C@H](CO)N1C[C@H](C)[C@@H](CN(C)C(=O)Nc2ccccc2)Oc2ccc(NC(=O)Nc3ccccc3)cc2C1=O
→ 1, -0.8, 0.4
COc1ccc(CCNC(=O)CSc2nnc3ccc(-c4ccccn4)nn23)cc1
→ -1, -1.6, -0.5
Cc1noc(C)c1S(=O)(=O)NCc1cccc(Cl)c1
→ -6, -0.3, -0.1

Molecules listed so far containing a Cl atom:
Values run as follows: GalR3 antagonist, OXTR ag, V1R ag counter
O=C(NCC(=O)N1CCN(S(=O)(=O)c2ccccc2C(F)(F)F)CC1)c1sc2ccccc2c1Cl
→ 2, -0.4, -0.5
Cc1noc(C)c1S(=O)(=O)NCc1cccc(Cl)c1
→ -6, -0.3, -0.1

Additional structures follow.
Values run as follows: GalR3 antagonist, OXTR ag, V1R ag counter
O=C(COC(=O)/C=C/c1ccc(Cl)cc1)NC1CCCC1
→ 0, 0.3, 4.1
COc1cc2sc(-c3ccc(S(C)(=O)=O)cc3)c(C(=O)NCCCCO)c2cc1OC
→ -8, 0.7, 1.3
COc1ccccc1C(=O)NCC(=O)NCCCN1CCOCC1
→ -5, 0.7, 0.9
O=c1cccc2c1c1cc[nH]c3ccc(=O)n2c31
→ -7, 1.7, 1.0
CCN(CC)C(=O)[C@H]1CC(CC(=O)NCCCn2ccnc2)C(=O)N2CCc3c([nH]c4ccccc34)[C@]12C (some centres undefined)
→ -5, 0.2, 0.8
COc1cccc(C2(C)NC(=O)N(CC(=O)c3cc(C)n(C4CC4)c3C)C2=O)c1 (centres undefined)
→ -5, 6.8, 3.5
CCCCNC(=O)c1ccc(NC(=O)CC2SC(N3CCCC3)=NC2=O)cc1 (centres undefined)
→ 0, -0.4, 0.6
CC(NC(=O)CN1C(=O)NC2(CCc3ccccc32)C1=O)c1ccc2c(c1)OCCO2 (centres undefined)
→ -1, -1.2, -0.7
COc1ccc(Cl)cc1NC(=O)COC(=O)Cc1cccs1
→ -4, -1.7, -1.7
Cc1ccc(OCCNC(=O)CCC(=O)N2CCOCC2)cc1
→ 1, -1.5, -0.3
COc1ccc(NS(=O)(=O)c2cc(NC(=O)c3ccc(S(=O)(=O)N(C)C)cc3)ccc2N2CCOCC2)cc1
→ -5, 0.8, 0.1
COC(=O)C1=C(C)N(CCCC(=O)O)C(=O)NC1c1cccc(Cl)c1Cl (centres undefined)
→ 6, -0.4, 0.3
O=C(c1ccc2n[nH]nc2c1)N1CCN(c2ccc(C(F)(F)F)cn2)CC1
→ -3, 7.2, 5.0
Cc1ccc(NC(=O)CN(C)C(=O)c2ccc(Sc3nncn3C)c([N+](=O)[O-])c2)cc1
→ 2, 0.3, 0.1
CC[C@]12c3[nH]c4ccccc4c3CCN1C(=O)C(CC(=O)NCCN1CCOCC1)C[C@@H]2C(=O)N1CCN(C(=O)C2CC2)CC1 (some centres undefined)
→ -7, 0.1, 1.2
COc1ccc(C(=O)Nc2cccc(-c3csc(C)n3)c2)cc1S(=O)(=O)N1CCCC1
→ -4, -1.8, 1.5
CCN(C[C@H]1N[C@@](C)(C(=O)OC)[C@H]2C(=O)N(Cc3ccccc3)C(=O)[C@@H]12)C(=O)Nc1ccc(Cl)cc1
→ -7, 1.1, 0.1
CON(C)C(=O)CC(CNC(=O)OC(C)(C)C)c1ccc(Cl)cc1 (centres undefined)
→ -6, 0.7, 0.8
Cc1cc(C(=O)NN=C2CC(=O)CC(C)(C)C2)c(C)o1
→ -6, 0.2, 0.8
O=C(COC(=O)c1ccco1)Nc1ccc([N+](=O)[O-])cc1Cl
→ -6, -0.6, 0.6
O=C(CSc1nc(C(F)(F)F)cc(=O)[nH]1)N1CCC(Cc2ccccc2)CC1
→ -5, 0.8, -0.5
O=C(COC(=O)c1nc(Cl)c(Cl)c(Cl)c1Cl)c1ccc[nH]1
→ 3, -1.8, -0.9
CCn1cnnc1SCC(=O)Nc1ccccc1C(=O)NC1CC1
→ 4, 2.2, 1.6
Cc1ccsc1CN(C)C(=O)C(NC(=O)c1cccc(S(=O)(=O)N2CCOCC2)c1)C(C)C (centres undefined)
→ -4, -0.9, -0.4
Cc1ccc(N2CC(C(=O)NNC(=O)c3ccc(F)cc3)CC2=O)cc1 (centres undefined)
→ -1, -1.9, 0.4
O=C(/C=C/c1ccc(S(=O)(=O)N2CCOCC2)cc1)Nc1cc(F)ccc1F
→ -4, 1.1, 2.8
COc1ccccc1-c1nn(-c2ccccc2)cc1C(=O)NCC(c1ccco1)N1CCCC1 (centres undefined)
→ 3, 1.2, 0.4
O=C(NCCN1CCOCC1)c1cccc(Br)c1
→ -4, 0.9, 0.6
CCCCN(C(=O)COC(=O)CSc1ccc([N+](=O)[O-])cc1)c1c(N)n(CCC)c(=O)[nH]c1=O
→ 3, -0.2, -0.5
O=C(CCCOC(=O)c1ccc(O)cc1O)c1ccccc1
→ 8, 6.5, 5.4
COc1cccc(-c2ncc3ccccc3c2COC(=O)c2cccs2)c1
→ -6, -1.2, 0.4
CC1(c2nnc(Cc3ccccc3)o2)CC(c2ccc(C#N)cc2)=NO1 (centres undefined)
→ 3, 4.2, 2.9
COc1cc2cc(CCO)oc(=O)c2cc1OC
→ -8, 2.1, 1.5
COc1ccc(Cl)cc1C(=O)NNC(=O)c1[nH]c(C)c(C(C)=O)c1C
→ -5, -0.3, 0.8
O=C(c1ccc(F)c(S(=O)(=O)N2CCOCC2)c1)N1CCN(c2ccc(F)cc2)CC1
→ -9, 2.5, 3.4
COc1ccc(/C=C/C(=O)OCC(=O)NC2CCCC(C)C2C)cc1 (centres undefined)
→ -4, -1.9, -0.8
COCCOc1ccc(C(F)(F)F)cc1NC(=O)COC(=O)Cc1c[nH]c2ccccc12
→ -3, 5.5, 4.3
CC1CCc2c(sc(NC(=O)CCc3nc4ccccc4c(=O)[nH]3)c2C#N)C1 (centres undefined)
→ -5, 0.2, 1.0
Cc1ccsc1C(=O)OCc1nc2ccsc2c(=O)[nH]1
→ 0, -0.8, 0.4
C=CCN(c1ccccc1)S(=O)(=O)c1cccc(C(=O)Nc2ncccc2C)c1
→ -2, -2.0, -0.3
O=C(NC1CCC(O)CC1)c1ccc2c(c1)S(=O)(=O)N=C1CCCCCN12 (centres undefined)
→ 0, 0.8, 0.8
Cc1noc(C)c1COc1cccc(C(=O)Nc2ccc(Br)cc2F)c1
→ -5, 4.4, 1.5
CCc1ccc(N2CC(C(=O)OCC(=O)Nc3ccc(C(C)=O)cc3)CC2=O)cc1 (centres undefined)
→ -3, 1.7, 3.9
CC(=O)[C@H]1[C@H]([C@H](O)[C@H](O)CO)O[C@](O)(C(=O)O)C[C@@H]1O
→ -5, 1.6, 1.0
CCCN(CC1CC1)C(=O)COC(=O)c1oc2ccc(OCC)cc2c1C
→ -7, 1.0, -0.7
Cc1ccc(OCCCCCCN2CCNCC2)cc1
→ -7, 5.3, 13
CC(C)(C)OC(=O)N1CCN(C(=O)c2[nH]cnc2C(=O)Nc2ccc(Cl)cc2)CC1
→ -3, -0.1, -0.5
Cc1noc(C)c1NC(=O)Nc1ccc2c(c1)C(=O)N([C@H](C)CO)C[C@H](C)[C@@H](CN(C)S(=O)(=O)c1ccc(F)cc1)O2
→ 3, 0.3, 0.5
COc1ccccc1N(C)S(=O)(=O)c1ccc(C)c(C(=O)Nc2nccs2)c1
→ -1, -0.7, 0.2
Cc1ccc(-n2ccnc(SCC(=O)NC3CCCC3)c2=O)cc1F
→ -2, -0.4, 0.6
COc1ccc(-c2cnc(SCCNC(=O)c3ccc4c(c3)OCO4)[nH]2)cc1
→ -4, -1.4, 0.1
O=C(COC(=O)c1ccc(F)c([N+](=O)[O-])c1)NC(=O)NCc1ccccc1
→ -9, 3.5, 2.6
O=C(NCc1cccnc1)c1ccc(Br)o1
→ -3, 0.1, 0.3
O=C(COc1ccccc1)N(Cc1nnc(-c2ccccc2Cl)o1)C1CC1
→ -5, -1.1, 0.3
CCN(c1ccccc1)S(=O)(=O)c1ccc(Cl)c(C(=O)N2CCCC2)c1
→ 1, -0.3, 0.2
Cc1ccsc1C(=O)OCC(=O)NCCc1ccccc1
→ 2, 0.4, -0.4
O=C(COc1coc(CN2CCCc3ccccc32)cc1=O)Nc1ccc([N+](=O)[O-])cc1
→ 0, 0.3, -0.9
CCOc1ccc(NC(=O)CN(C)C(=O)c2cc(C)on2)cc1OCC
→ -2, -0.6, -0.6
Cc1ccc(NC(=O)COc2coc(CN3CCN(c4ccccc4)CC3)cc2=O)cc1
→ -1, 0.0, 1.0
CC(C)(C)N1CC(C(=O)Nc2ccc(S(=O)(=O)N3CCCCC3)cc2)CC1=O (centres undefined)
→ -1, 1.7, 0.8

Other entries.
Values run as follows: GalR3 antagonist, OXTR ag, V1R ag counter
Cc1ccc(SSc2cc(C)ccc2N)c(N)c1
→ -4, -1.1, -0.7
COc1cccc(-c2c(-c3cc(OC)cc(OC)c3)n(C)c3ccc(-c4cccc5[nH]ccc45)cc23)c1
→ 1, 0.3, -0.5
CCC1(c2ccc(F)cc2)NC(=O)N(CC(=O)Nc2cccnc2Cl)C1=O (centres undefined)
→ -3, 23*, 30*
CCOc1cc(/C=C/C(=O)OCC(=O)NCC2CCCO2)cc(Cl)c1OC (centres undefined)
→ -4, -0.2, 0.2
Cc1cc(C)n2nc(SCC(=O)NC(=O)c3ccc(OC(F)F)cc3)nc2n1
→ 0, 0.1, -0.1
O=C(c1cc([N+](=O)[O-])ccc1N1CCOCC1)N1CCN(S(=O)(=O)c2cc(Cl)ccc2Cl)CC1
→ 0, -0.1, -0.6
O=C(NCCc1c[nH]c2ccccc12)C(=O)Nc1cc2c3c(c1)CC(=O)N3CCC2
→ -4, 1.9, -0.2
COc1ccc(C2(C)NC(=O)N(CC(=O)NCC(=O)Nc3ccc(F)c(F)c3F)C2=O)cc1OC (centres undefined)
→ 0, 1.1, 1.5
CC(=O)c1ccc(OCC(=O)OCc2cc(-c3ccco3)on2)cc1
→ -6, 0.4, 0.8
O=C1COC(c2ccccc2)=CN1Cc1ccccc1
→ -2, 2.2, 3.6
CC(NC(=O)COc1ccccc1)C(=O)NCc1ccc(S(N)(=O)=O)cc1 (centres undefined)
→ -5, 1.8, 0.9
CC(=O)c1nn(-c2cccc(C)c2)cc1C(=O)c1cccc(Br)c1
→ -4, -1.5, 0.2
Cn1nnnc1Sc1ncnc2scc(-c3ccc(Cl)cc3)c12
→ -3, -2.0, -0.4
CCc1cccc(C)c1NC(=O)CSc1n[nH]c(N)n1
→ -6, 1.6, 0.6
CC1(C)CCC[C@@]2(C)CC=C(C(=O)O)[C@@H]3C[C@]312
→ -7, 1.0, 0.8

Some of these compounds in order of their number in GalR3 antagonist, highest first.
Molecule,GalR3 antagonist
O=C(c1cc([N+](=O)[O-])ccc1N1CCOCC1)N1CCN(S(=O)(=O)c2cc(Cl)ccc2Cl)CC1,0
Cn1nnnc1Sc1ncnc2scc(-c3ccc(Cl)cc3)c12,-3
CC(=O)c1nn(-c2cccc(C)c2)cc1C(=O)c1cccc(Br)c1,-4
CC(NC(=O)COc1ccccc1)C(=O)NCc1ccc(S(N)(=O)=O)cc1 (centres undefined),-5

(continued)
Values run as follows: GalR3 antagonist, OXTR ag, V1R ag counter
Nc1ccc(C(=O)NCC(=O)O)cc1
→ -1, 0.2, -0.1
CC1CC(C)CN(S(=O)(=O)c2ccc(NC(=O)CCNC(=O)c3ccc([N+](=O)[O-])cc3)cc2)C1 (centres undefined)
→ -3, -1.1, 5.0
COc1ccc(C(=O)NCC(C)NC(=O)c2ccc(OC)c(Br)c2)cc1Br (centres undefined)
→ -1, -3.0, -0.2
Cc1ccc(OCCNC(=O)C(C)SCC(=O)Nc2ccc(F)cc2)cc1 (centres undefined)
→ -7, 0.9, 1.5
O=S(=O)(c1ccc(Oc2ccc(Cl)cc2)nc1)N1CCOCC1
→ 1, -1.1, 1.2
Cc1cccn2c(=O)c(C(=O)NC3CCCCC3C)c(O)nc12 (centres undefined)
→ -3, -2.1, -1.6
Cc1ccc(CSCC(=O)N(C)CC(=O)Nc2cccc(F)c2)cc1
→ -3, 2.5, 2.3
CN(CC(=O)Nc1cccc(F)c1)C(=O)C1CCN(C(=O)c2ccc(Cl)cc2)CC1
→ -8, 0.8, 0.9
CN1CCN(c2nc3cc(C(F)(F)F)ccc3n3cccc23)CC1
→ -4, 1.9, 1.5

An excerpt (hit frequency here may not be typical).
